H1N1 NS1A inhibition = H1N1 influenza NS1A inhibitors, functional cell based assay (AID 504329); inhibition, % at 12.5 µM, or IC50 in µM where a hit was titrated; hit rate 0.3% among 340,000; NS1A functional cell-based assay, percent inhibition; higher % means a stronger effect; in the data active = a potency from the dose series; inconclusive = inhibition above about 27% without an active follow-up result; note: strong numbers were not always called active
tuberculosis growth = growth inhibition of non-replicating M. tuberculosis (AID 488890); one-dose inhibition, % at 25 µM; IC50 in µM for titrated hits; hit rate 0.39% among 320,000; Mycobacterium tuberculosis non-replicating, growth inhibition; higher % means a stronger effect; in the data active = a potency from the dose series; inconclusive = inhibition mostly from about 82% at the one dose, without a potency; inactive = the rest, 99 in 100 with inhibition below about 76%;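 note: plate controls were DMSO cells for no effect and high antibiotic wells for full effect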
Salmonella PhoP GFP = PhoP regulon inhibitors, Salmonella typhi PhoP promoter GFP reporter, confirmatory (AID 1850); inhibition, % at 50 µM, or IC50 in µM where a hit was titrated; hit rate 0.33% among 310,000; Salmonella Typhi PhoP-promoter GFP reporter, fluorescence, 4 h; higher % means a stronger effect; in the data active = a potency from the dose series; inconclusive = inhibition mostly from about 25% at the one dose, without a potency; inactive = the rest, 99 in 100 with inhibition below about 19%;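 note: 0% = induced wells with vehicle and 100% = uninduced wells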
VEEV TC-83 Vero = inhibitors of VEEV TC-83 cytopathic effect, confirmation, Vero cells (AID 588727). Vero cells, VEEV TC-83 cytopathic effect inhibition; higher % means a stronger effect. inhibition, % at 20 µM; hits with a dose series show IC50 in µM. hit rate 0.13% among 350,000; in the data active = a potency from the dose series; inconclusive = inhibition mostly from about 14% at the one dose, without a potency; inactive = the rest, 99 in 100 with inhibition below about 12%; note: strong numbers were not always called active
M. tuberculosis HTS = M. tuberculosis growth inhibition, HTS (AID 449762); M. tuberculosis H37Rv growth inhibition, 7H9 media; higher % means a stronger effect; inhibition, % at 25 µM; hits with a dose series show IC50 in µM; hit rate 0.59% among 330,000; in the data active = a potency from the dose series; inconclusive = inhibition above about 70% without an active follow-up result;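 note: bacterial growth assessed after seven days of incubation; strong numbers were not always called active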
VEEV TC-83 Vero 10K pilot screen = recorded beside VEEV TC-83 Vero, whose call it bears; inhibition, %; measured here: 10K pilot screen inhibition
Starred values were filed as active, the others as inactive; i = inactive; u = inconclusive; x = not tested or not shown.

SMILES	H1N1 NS1A inhibition	tuberculosis growth	Salmonella PhoP GFP	VEEV TC-83 Vero	M. tuberculosis HTS	others
O=C(NCC1CCCO1)c1ccc(COc2ccccc2)cc1 (stereo not given)	-8%	26%	-13%	0.4%	2%
COc1ccccc1C(C)NC(=O)c1ccccc1SCC(=O)N1CCCC1 (stereo not given)	2%	-6%	5%	4.1%	-4%
COc1ccc(-c2ccc(SCC(=O)NC3CCCCC3)nn2)cc1OC	1%	-2%	-9%	0.7%	-2%
CCOc1ccc(-n2nnnc2SCC(=O)NNC(=O)c2ccco2)cc1	7%	-12%	-6%	0.9%	59%
O=C(CCCOc1ccccc1)Nc1ccc(Br)cc1	0%	54%	9%	i	u
Cc1ccc(-c2nc3c(c(=O)c4ccccc4n3C)c(=O)n2-c2ccccc2)cc1	5%	17%	7%	7.2%	-6%
CC(=O)c1cccc(NC(=S)NC(=O)C(C)C)c1	6%	4%	2%	0.5%	-2%
Cc1ccc(N(CC(=O)NCc2cccs2)S(=O)(=O)c2cccs2)cc1	1%	1%	7%	3.6%	12%
CN1CCN(c2cc(N3CCCC3)c([N+](=O)[O-])cc2F)CC1	7%	-1%	8%	i	-1%
COc1ccc(/C=N/NC(=O)c2nc(-c3ccccc3)cc(-c3ccccc3)n2)cc1OC	-20%	7%	-3%	u	1%
CCCCCNc1nc2ccccc2nc1NS(=O)(=O)c1cccs1	2%	-7%	-5%	1.9%	1%
COc1ccc(NC2c3ccccc3C(=O)N2Cc2ccco2)cc1OC (stereo not given)	8%	0%	-1%	3.0%	-8%
CC1CCN(S(=O)(=O)c2ccc(C(=O)NCc3ccco3)cc2)CC1	5%	26%	4%	2.0%	1%
O=C(CSc1nnc(Cc2ccccc2)n1Cc1ccco1)NC1CCCC1	-7%	0%	-2%	i	-5%
COC(=O)c1sccc1-c1ccc(/C=N/OC(=O)c2cccs2)o1	-22%	13%	0%	1.5%	5%
COc1ccc(S(=O)(=O)N2CCCC2CNC(=O)C(=O)NCCc2ccccc2)cc1 (stereo not given)	-5%	13%	0%	10%	-6%
COc1ccc(OCC(=O)NNC(=O)Cn2c(=O)cnc3ccccc32)cc1	0%	x	x	3.1%	x
CC(C)Sc1nc2c(c(=O)[nH]c(=O)n2C)n1CCc1ccccc1	-7%	15%	-6%	i	1%
O=C(Nc1ccccc1)N(CCc1ccncc1)C1CCCCC1	1%	-17%	-5%	0.8%	-5%
CN(C)S(=O)(=O)c1cccc(NC(=O)COC(=O)c2ccc3ccccc3n2)c1	-12%	14%	x	2.4%	6%
C=C(C)COc1ccc2c(C)c(CC(=O)N3C[C@H]4C[C@@H](C3)c3cccc(=O)n3C4)c(=O)oc2c1	3%	11%	2%	0.4%	-9%
CCOc1ccc(S(=O)(=O)N2CCOCC2)cc1NC(=O)CSCc1ccc(C)cc1	-9%	18%	x	6.9%	-1%
Cc1ccc(N=C(NO)c2nonc2N)c(C)c1	-2%	15%	-11%	i	-7%
O=C(CN(Cc1ccccc1)C(=O)CCC(=O)Nc1nccs1)NCc1ccco1	1%	3%	-9%	i	2%
COc1ccc(N(Cc2cc3ccc(C)cc3[nH]c2=O)S(=O)(=O)c2ccccc2)cc1	6%	-5%	-7%	11%	-4%

Random excerpt: two entries already listed
SMILES	H1N1 NS1A inhibition	tuberculosis growth	Salmonella PhoP GFP	VEEV TC-83 Vero	M. tuberculosis HTS	others
CCOc1ccc(S(=O)(=O)N2CCOCC2)cc1NC(=O)CSCc1ccc(C)cc1	-9%	18%	x	6.9%	-1%
COc1ccc(OCC(=O)NNC(=O)Cn2c(=O)cnc3ccccc32)cc1	0%	x	x	3.1%	x

The list goes on:
SMILES	H1N1 NS1A inhibition	tuberculosis growth	Salmonella PhoP GFP	VEEV TC-83 Vero	M. tuberculosis HTS	others
Cc1ccc(OCCN(C)C(=O)C2CCC(=O)N(CCCN3CCCC3=O)C2)cc1 (stereo not given)	4%	1%	5%	i	-7%
Cn1c(=NC(=O)CSCC(=O)N2CCCC2)sc2ccccc21	-21%	-16%	16%	0.4%	-3%
CCCc1c(C(=O)Nc2ccc(C(F)(F)F)cc2)cnn1-c1ccccc1	-5%	-1%	2%	4.0%	5%
O=C(Nc1ccc(F)cc1)c1cccnc1N1CCOCC1	1%	2%	-2%	3.6%	3%
Cc1nn(CCC#N)c(NC(=O)c2ccc(Cl)cc2Cl)c1P(=O)(Nc1ccc([N+](=O)[O-])cc1)N1CCOCC1 (stereo not given)	23%	40%	-10%	i	-4%	VEEV TC-83 Vero 10K pilot screen=1.1
CCc1ccccc1N(C(=O)c1snc(C(N)=O)c1N)C(C(=O)NCC1CCCO1)c1ccc(N(C)C)cc1 (stereo not given)	-1%	x	x	3.5%	x
O=C(NCc1nnc(SCc2ccc(F)cc2)n1-c1ccccc1)C12CC3CC(CC(C3)C1)C2	0%	68%	4%	4.1%	u
COc1ccc(NC(=O)Cn2nnc(C(=O)Nc3ccc(F)c(Cl)c3)c2N)cc1OC	-10%	-5%	3%	2.0%	-1%
CCCC(=O)NCCCc1nc2ccccc2n1C(C)C	1%	-32%	-1%	i	-7%
CN(Cc1ccccc1)C(=O)CN(c1ccc(F)cc1)S(=O)(=O)c1ccc2c(c1)OCCO2	-3%	30%	12%	5.8%	1%
Cc1ccc(-c2cc(C(=O)N3CCOCC3)c3ccccc3n2)cc1	3%	25%	-2%	i	1%
CC/C(=N\NC(=O)C(N)=O)c1ccccc1O	4%	42%	-3%	0.3%	-1%
O=C(Oc1ccccc1)c1ccccc1C(=O)Oc1ccccc1	2%	x	x	0.5%	x
COC(=O)[C@@]12CCCCN1[C@H](c1ccc(-c3ccc(OC)cc3)cc1)[C@H]1C(=O)N(C)C(=O)[C@H]12	4%	-6%	0%	0.9%	2%	VEEV TC-83 Vero 10K pilot screen=0.5
Cc1c2cnn(CC(=O)O)c(=O)c2c(C)n1Cc1ccccc1	0%	-29%	-3%	2.1%	6%
C=C(C)CC(NCCc1ccccc1)c1ccco1 (stereo not given)	1%	x	x	0.8%	x
Cc1cccc(NC(=O)CN2CCN(C(=O)c3cncn3-c3ccc(F)cc3)CC2)c1C	0%	-6%	x	0.2%	-5%
O=C(N=C1SC2CS(=O)(=O)CC2N1c1ccc(F)c(Cl)c1)C1CCCO1 (stereo not given)	1%	-8%	9%	2.0%	-2%
CCOC(=O)c1c(NC(=O)CSc2ncnc3ccccc23)sc(C(C)=O)c1C	9%	0%	-3%	1.3%	1%
COc1ccc(C(CC(=O)N2CCOCC2)c2c(OC)cc(OC)c3c(-c4ccccc4)cc(=O)oc23)cc1 (stereo not given)	6%	11%	-12%	0.5%	-7%
CCOC(=O)N1CCN(C(=O)CSc2nnc(COc3ccccc3)o2)CC1	4%	u	-11%	1.3%	25%
OC(COC(c1ccccc1)c1ccccc1)CN1CCN(c2cccc(Cl)c2)CC1 (stereo not given)	-9%	16%	-20%	i	22%
C[C@H](NC(=O)Nc1cccc(C(F)(F)F)c1)C(=O)O	-7%	-3%	-2%	1.4%	-7%
O=C(NCc1ccccc1)C(c1ccccc1)N(Cc1ccc2c(c1)OCO2)C(=O)Cc1cccs1 (stereo not given)	18%	9%	4%	10%	-1%
Cc1ccc(C(C)NC(=S)NC2CCCCC2)c(C)c1 (stereo not given)	-7%	u	-3%	4.5%	12%

(more compounds)
SMILES	H1N1 NS1A inhibition	tuberculosis growth	Salmonella PhoP GFP	VEEV TC-83 Vero	M. tuberculosis HTS	others
O=C1NC(c2ccccc2O)Nc2ccccc21 (stereo not given)	-4%	31%	0%	0.4%	3%
Cc1ccc2c(Cl)c(C)c(N3CCCCC3)nc2n1	13%	74%	-11%	0.5%	8%
O=C(CCNC(=O)OCc1ccccc1)NC1CCCCC1	4%	59%	-5%	0.4%	3%
Cc1ccc(C)c(Cc2c(C)nc3c(C(=O)NCc4ccc5c(c4)OCO5)cnn3c2C)c1	x	-2%	-11%	x	66%
Cn1ccc(/C=N/N=C2/NC(=O)CS2)n1	8%	42%	-13%	i	10%
Cc1c(C(=O)OCC(=O)NCc2ccco2)cccc1[N+](=O)[O-]	2%	66%	x	i	3%
CCOc1ccc(/C=N/NC(=O)c2ccccc2C)cc1CN1CC2CC(C1)c1cccc(=O)n1C2 (stereo not given)	0%	18%	x	4.3%	-2%
COc1ccc(Cl)cc1NC(=O)CN1C(=O)CSC1=O	2%	-5%	0%	6.1%	4%
O=C(c1ccco1)N1CCN(C(=O)c2ccccc2[N+](=O)[O-])CC1	-1%	-5%	-2%	1.1%	4%
CC1CN=C(N(C(=O)Nc2ccccc2)c2ccc(F)cc2)S1 (stereo not given)	2%	22%	12%	1.3%	-3%
Cc1ccc(C)c(NC(=S)Nc2cccc3cnccc23)c1	1%	0%	1%	8.7%	50%
CCCCP(=O)(CCCC)Cc1ccccc1O	-25%	9%	-3%	0.8%	-7%
Cc1sc2ncnc(SCc3ccc(C(=O)O)cc3)c2c1C	1%	34%	7%	1.2%	-2%
COc1ccccc1N1CCN(C(=O)CSc2nc(C)c(C)c(=O)[nH]2)CC1	-10%	-3%	-21%	i	8%
O=C(O)c1cccc(S(=O)(=O)N(Cc2ccccc2)c2ccccc2Cl)c1	-7%	16%	-13%	0.6%	1%
COC(=O)c1ccc(C)cc1C1CN=NC12Cc1cc(C)ccc1C2=O (stereo not given)	-2%	x	x	5.1%	x
CCC(Sc1ccc2nnc(-c3ccc(F)cc3)n2n1)C(=O)OC (stereo not given)	19%	-1%	-3%	1.0%	-14%
C(=N\n1cnnc1)/c1cn(-c2cccs2)nc1-c1ccccc1	1%	18%	-3%	i	-2%
Cn1cc(-c2ccno2)c(C(=O)O)n1	2%	5%	-3%	0.9%	-2%
Cn1cc(Cl)c(C(=O)NNC(=S)NCc2ccco2)n1	-10%	-8%	-10%	1.4%	-7%
CCOC(=O)C1CCCN(CC(O)COc2ccccc2C(C)=O)C1 (stereo not given)	-6%	5%	-10%	0.5%	7%
COc1ccc2oc(C(=O)N3CCN(C/C=C/c4ccccc4)CC3)c(C)c2c1	7%	8%	x	6.7%	-10%
CCCCSc1nc(C)[nH]c1[N+](=O)[O-]	-4%	14%	6%	i	2%
CCCCn1c(NC(C)=O)c(C#N)c2nc3ccccc3nc21	-8%	19%	-6%	5.3%	-3%
O=C(NC1CCCCC1)/C(=N\O)c1ccccn1	0%	-5%	0%	i	-3%
Cc1cc2nc3n(c2cc1C)CCCN3	-7%	-12%	6%	i	6%

At a glance, part of the list above:
SMILES	H1N1 NS1A inhibition	tuberculosis growth	Salmonella PhoP GFP	VEEV TC-83 Vero	M. tuberculosis HTS	others
O=C1NC(c2ccccc2O)Nc2ccccc21 (stereo not given)	-4%	31%	0%	0.4%	3%
Cc1ccc2c(Cl)c(C)c(N3CCCCC3)nc2n1	13%	74%	-11%	0.5%	8%
O=C(CCNC(=O)OCc1ccccc1)NC1CCCCC1	4%	59%	-5%	0.4%	3%
Cc1ccc(C)c(Cc2c(C)nc3c(C(=O)NCc4ccc5c(c4)OCO5)cnn3c2C)c1	x	-2%	-11%	x	66%
Cn1ccc(/C=N/N=C2/NC(=O)CS2)n1	8%	42%	-13%	i	10%
Cc1c(C(=O)OCC(=O)NCc2ccco2)cccc1[N+](=O)[O-]	2%	66%	x	i	3%
CCOc1ccc(/C=N/NC(=O)c2ccccc2C)cc1CN1CC2CC(C1)c1cccc(=O)n1C2 (stereo not given)	0%	18%	x	4.3%	-2%
COc1ccc(Cl)cc1NC(=O)CN1C(=O)CSC1=O	2%	-5%	0%	6.1%	4%
O=C(c1ccco1)N1CCN(C(=O)c2ccccc2[N+](=O)[O-])CC1	-1%	-5%	-2%	1.1%	4%
CC1CN=C(N(C(=O)Nc2ccccc2)c2ccc(F)cc2)S1 (stereo not given)	2%	22%	12%	1.3%	-3%
Cc1ccc(C)c(NC(=S)Nc2cccc3cnccc23)c1	1%	0%	1%	8.7%	50%
CCCCP(=O)(CCCC)Cc1ccccc1O	-25%	9%	-3%	0.8%	-7%
Cc1sc2ncnc(SCc3ccc(C(=O)O)cc3)c2c1C	1%	34%	7%	1.2%	-2%
COc1ccccc1N1CCN(C(=O)CSc2nc(C)c(C)c(=O)[nH]2)CC1	-10%	-3%	-21%	i	8%
O=C(O)c1cccc(S(=O)(=O)N(Cc2ccccc2)c2ccccc2Cl)c1	-7%	16%	-13%	0.6%	1%
COC(=O)c1ccc(C)cc1C1CN=NC12Cc1cc(C)ccc1C2=O (stereo not given)	-2%	x	x	5.1%	x
CCC(Sc1ccc2nnc(-c3ccc(F)cc3)n2n1)C(=O)OC (stereo not given)	19%	-1%	-3%	1.0%	-14%
C(=N\n1cnnc1)/c1cn(-c2cccs2)nc1-c1ccccc1	1%	18%	-3%	i	-2%
Cn1cc(-c2ccno2)c(C(=O)O)n1	2%	5%	-3%	0.9%	-2%
